# MCF10A rereplic: A quantitative high throughput screen for small molecules that induce DNA re-replication in MCF 10a normal breast cells; MCF 10A DNA re-replication, Hoechst nuclear intensity, 48 h; Potency, µM (titrated, usually from 46.1 µM), without a hit: top-dose activity, positive = re-replication, usual class: activators; 2.9% of 350,000 active; AID 624296, 2012; further: potency means the concentration at half of the fitted maximal effect; % of control where 0% means no effect; nearly all actives have a fitted effect of over 50% in size
# HepG2 tox: qHTS for Inhibitors of TGF-b: Cytotox Counterscreen; HepG2 CAGA-GFP viability, ATP luminescence, 18 h; Potency, µM (doses to about 46.1 µM), for inactives: top-dose activity change, negative = cytotoxicity, most hits filed as cytotoxic; 0.76% of 410,000 active; further: potency means the concentration at half of the fitted maximal effect; some results filed as inactive show a strong effect at the top dose
#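 HepG2 CAGA-GFP cells (1000/well, DMEM with 1% FBS) received compound, then TGF-beta at 500 pg/mL final, and were incubated 18 hours at 37 degrees C. Viability was read by CellTiter-Glo luminescence. Media-only wells were set as complete cell-killing and DMSO as no toxicity.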
# ATXN2 expr inh: Primary qHTS for Inhibitors of ATXN expression; HEK-293 ATXN2-luciferase reporter, luminescence, 24 h; Potency, µM (series often up to 57 µM), inactives show top-dose activity change, negative = inhibition, most hits filed as inhibitors; AID 1745845, 2022; 0.72% of 360,000 active; further: potency means the concentration at half of the fitted maximal effect; on the % scale 0 is the no-effect control and ±100 the full control effect; nearly all actives have a fitted effect of over 55% in size
#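 qHTS (up to 57 uM final) was run with 24 h compound exposure of reporter cells at 37 °C. Each well was multiplexed: SteadyGlo luminescence measured ATXN2-luciferase expression after a fluorogenic Gly-Phe-AFC viability readout (25 uM final).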
# S2 tox: Viability Counterscreen for Primary qHTS for Inhibitors of ATXN expression; S2 cells (HEK-293 line with an ATXN2-luciferase reporter) viability, CellTiter-Fluor protease fluorescence, 24 h; Potency, µM (series often up to 56.7 µM), usual class: cytotoxic; 0.49% of 400,000 active; AID 651635, 2014; further: potency means the concentration at half of the fitted maximal effect; nearly all actives have a fitted effect of over 40% in size
# HT1080-NT tox: qHTS for induction of synthetic lethality in tumor cells producing 2HG: qHTS for the HT-1080-NT fibrosarcoma cell line | AID 686970, 2013 | Potency, µM (top dose mostly 46.1 µM), for the others: at the highest dose activity, negative = less viability, actives largely listed as cytotoxic | HT-1080-NT fibrosarcoma viability, CellTiter-Glo ATP luminescence, 48 h | 1.6% of 360,000 active;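 further: NT is the 2HG producing partner of a matched IDH1 knockdown line; potency means the concentration at half of the fitted maximal effect; 0% = DMSO-treated cells and -100% = media-only wells without cells; nearly all actives have a fitted effect of over 55% in size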
#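 750 cells/well, RPMI + 5% FBS; 2 h settle, compound pin-transfer, 48 h at 37 degrees C. CellTiter-Glo 10 min RT, luminescence. Normalized to DMSO and media-only wells.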
# IL-1B inflam inh: qHTS for Inhibitors of Inflammasome Signaling: IL-1-beta AlphaLISA Primary Screen. THP-1 LPS/ATP IL-1B secretion, AlphaLISA, 16 h; stronger effect = lower value. activity change, % at 57.5 µM. AID 743279, 2014. 4.7% of 360,000 active; in the data active means activity change below about -50%; inconclusive means mostly about -30% to -49%; further: on the % scale 0 is the no-effect control and ±100 the full control effect
#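 THP-1 cells pretreated 1 hr with compounds (up to 57.5 uM final), then stimulated with LPS (250 ng/mL final) plus ATP (1.25 mM final); secreted IL-1B measured by AlphaLISA after 16 hr, decreased signal indicating inhibition.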
# KB-3-1 cytotox: qHTS assay for MDR1-selective chemotherapeutics: Primary screen using the parental adenocarcinoma cell KB-3-1; KB-3-1 viability, CellTiter-Glo ATP luminescence, 72 h; Potency, µM (highest dose often 46.1 µM), without a hit: at the top dose activity change, negative = cytotoxic, actives largely listed as cytotoxic; 1.4% of 400,000 active; further: potency means the concentration at half of the fitted maximal effect; on the % scale 0 is the no-effect control and ±100 the full control effect; nearly all actives have a fitted effect of over 60% in size
#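 Viability of parental KB-3-1 cells, measured by CellTiter-Glo luminescence, followed a 72 h incubation at 37 °C with pinned compounds in phenol-red-free DMEM containing 10% FBS.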
# HT1080 IDH1KD tx: qHTS for induction of synthetic lethality in tumor cells producing 2HG: qHTS for the HT-1080-IDH1KD cell line; HT-1080 IDH1 knockdown viability, ATP luminescence, 48 h; Potency, µM (doses to about 46.1 µM), for inactives: top-dose activity, negative = toxicity, most hits filed as cytotoxic; 2% of 360,000 active;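 further: potency means the concentration at half of the fitted maximal effect; 0% = DMSO wells and -100% = cell-free medium wells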
#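 CellTiter-Glo luminescence after 48 h compound exposure at 37 degrees C of IDH1-knockdown HT-1080 cells in 5% FBS RPMI. %Activity scaled between DMSO wells and cell-free media wells, with curves fitted and assigned curve classes.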
# SW480 rerep: A quantitative high throughput screen for small molecules that induce DNA re-replication in SW480 colon adenocarcinoma cells; Potency, µM (doses to about 46.1 µM), without a hit: top-dose re-replication activation, actives largely listed as activators; AID 624297, 2012; 1.8% of 340,000 active; SW480 DNA re-replication, Hoechst DNA content imaging, 48 h; further: potency means the concentration at half of the fitted maximal effect; % of control where 0% means no effect; nearly all actives have a fitted effect of over 55% in size
#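 First, 250 cells per well were seeded. Next, compound or vehicle (23 nL) was pinned in, plates sat 48 hr at 37 C. Finally Hoechst was added for 40 min before fluorescence scanning.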
# Active calls of the source: *; i = inactive; ? = inconclusive; / = no result given; [ ] = dose if it differs, or a comment. Unless noted, the call rests on the fitted dose curve; in most records, active means well fitted curve in the direction sought with a large enough effect; inconclusive means small, poorly fitted or top-dose-only effect, or another doubt; inactive means no such curve, though single readings can be large; an effect the other way counts as inactive or inconclusive.
Molecule,MCF10A rereplic,HepG2 tox,ATXN2 expr inh,S2 tox,HT1080-NT tox,IL-1B inflam inh,KB-3-1 cytotox,HT1080 IDH1KD tx,SW480 rerep
O=C(NNC(=O)c1ccncc1)Nc1cccc(C(F)(F)F)c1,-1%,8%,-14%,i,-1%,-3,-2%,3%,5%
CC1(N=Cc2cc(Cl)ccc2O)COP(=O)(Nc2ccccc2)OC1 (configuration not stated),-1%,-9%,-2%,?,13%,26,1%,17%,-1%
Cc1c(NC(=O)OCCNC(=O)Nc2ccccc2)sc(=S)n1C,-2%,-2%,-7%,i,-1%,18,2%,-2%,-12%
CCOC(=O)c1[nH]cnc1C(=O)N[C@@H](C)c1ccccc1,-11%,1%,11%,i,-1%,20,10%,-4%,-1%
O=C(Cn1nc(-c2ccccc2)ccc1=O)NCC1CCCO1 (configuration not stated),3%,-20%,3%,i,5%,-1,15%,0%,0%
Clc1ccc(C=NNc2ccccn2)c(Cl)c1,11%,8%,13%,?,21%,29,-12%,?,-4%
Cc1ccc(S(=O)(=O)NCC(c2ccccc2)N2CCN(CCC#N)CC2)cc1 (configuration not stated),0%,0%,0%,i,9%,?,-2%,15%,3%
O=C1/C(=C/c2ccc(F)cc2)SC(=S)N1NS(=O)(=O)c1ccccc1,?,-39%,3%,i,-5%,-20,0%,-2%,-2%
CCOc1ccccc1N(C(=O)CNS(=O)(=O)c1ccccc1)C(CC)C(=O)NCc1ccco1 (configuration not stated),?,-9%,6%,i,-10%,-4,2%,-26%,?
COCCN(Cc1cc2cc(C)cc(C)c2nc1Cl)C(=O)Nc1ccccc1,6%,-31%,5%,i,10µM*,38,?,7.1µM*,?
CCC(=O)Nc1cccc(-n2nnnc2SCC(=O)N(C(C)C)C(C)C)c1,11%,5%,-15%,i,6%,47,-5%,1%,0%
CCOC(=O)c1oc2ccccc2c1NC(=O)c1cc(OC)cc(OC)c1,-1%,-3%,0%,i,-5%[9.24 µM],-6,14%,9%,-1%
COc1cc(-c2nn3c(Cc4ccccc4)nnc3s2)cc(OC)c1OC,-3%,-73%,25%,i,-22%,-7,-5%,-19%,3%
Cn1c(=O)[nH]c(Nc2ccccc2)c([N+](=O)[O-])c1=O,16%,-23%,18%,i,4%,-8,-2%,6%,-144%[inhibitor]
O=C(NCc1nnnn1-c1ccc(F)c(F)c1)C(=O)c1c[nH]c2ccccc12,6%,-9%,7%,?,6%,0,-3%,1%,-4%
CCOC(=O)[C@]12CCC=C1N(Cc1ccco1)C(=O)[C@H](CC(=O)NCc1cccc3ccccc13)C2,/,/,13%,i,1%,-14,2%,-8%,/
CCN(CCNC(=O)C1CCN(S(=O)(=O)CC)CC1)c1ccccc1,9%,7%,4%,i,11%,14,-17%,22%,-11%
O=C1Nc2ccccc2Oc2cc(Oc3ccc(Cl)cc3)ccc21,/,-25%,-2%,i,/,/,4%,/,/
Cc1nn(C)c(NC(=O)c2ccc(Cl)cc2)c1Cl,5%,-1%,2%,i,?,9,1%,?,1%
CC(=O)O/N=C/c1c(NCc2ccccc2)nc2c(C)cccn2c1=O,17%,-20%,-27%,/,14%,/,-17%,24%,-6%
CCS(=O)(=O)c1ccc2oc(Nc3ccccc3Br)nc2c1,-1%,-35%,66%[activator],i,-16%,-17,?,-28%,2%
CCCCCCOC(=O)CCn1[nH]c(=O)c2ccccc2c1=O,2%,-14%,8%,i,1%,26,0%,4%,-2%
c1ccc(-c2ccc(-c3csnn3)cc2)cc1,-1%,0%,44%[activator],i,1%,2,-5%,7%[9.24 µM],-4%
NC(=O)c1cc(S(=O)(=O)N2CCCC2)ccc1OCc1ccc(F)cc1,0%,-2%,-20%,i,4%,?,5%,2%,-12%
COC(=O)Nc1ccc(S(=O)(=O)N2CCCC(C(=O)O)C2)cc1 (configuration not stated),0%,0%,5%,i,21%,-4,?,12%,-2%
O=C(COc1ccccc1Cl)c1ccc2c(c1)CCCC2,-3%,-5%,51%[activator],i,-2%,-17,?,-8%,-7%
COCCCNC(=O)c1ccc2c(=O)n(C3CCCC3)c(=S)[nH]c2c1,-184%[0.0737 µM],-23%,-7%,i,-1%,3,3%,-6%,-16%
CN1CCN(C(=S)C(=O)NCc2ccccc2)CC1,1%,-3%,-15%,i,-2%,15,2%,-3%,-2%
Cc1ccn(S(=O)(=O)c2ccc(N3CCCC3=O)cc2)n1,-25%,-2%,-16%,i,-3%,8,0%,-6%,-27%
CCCCC(c1nnnn1C1CCCC1)N1CCN(C2CCCC2)CC1 (configuration not stated),5%,-1%,2%,i,2%,-12,2%,12%,-3%
COC(=O)C1=C(c2ccccc2)c2ccccc2S(=O)(=O)N1CC(=O)Nc1ccc(OC)cc1OC,/,-1%,-5%,i,/,/,0%,/,/
C(=C\c1ccccc1)/CN1CCN(C(c2cccc3ccccc23)c2nnnn2-c2ccc3c(c2)OCCO3)CC1 (configuration not stated),/,-35%,3%,i,-24%,-26,-1%,-25%,/
CCC1CCCCN1CCCNC(=O)c1ccc2c(c1)c(C)c(C)n2C (configuration not stated),0%,-15%,-16%,i,?,-14,-5%,-26%,-1%
Cc1[nH]n(-c2nc(-c3ccccc3F)cc(=O)[nH]2)c(=O)c1CCO,-3%,-19%,29%,i,17%,-9,12%,12%,-18%
CC(C)c1cc(C(=O)NC2CCCCCC2)c2ccccc2n1,/,-27%,/,i,-8%,0,-20%,-15%,/
O=C1CN(C(=O)c2cccs2)c2ccccc2N1,-1%,-25%,-2%,i,18%,15,17%,14%,-3%

# Single entries from the results shown:
# Reading for CN1CCN(C(=S)C(=O)NCc2ccccc2)CC1 under HepG2 tox: -3%
# Reading for O=C1CN(C(=O)c2cccs2)c2ccccc2N1 under SW480 rerep: -3%
# Reading for COC(=O)Nc1ccc(S(=O)(=O)N2CCCC(C(=O)O)C2)cc1 (configuration not stated) under ATXN2 expr inh: 5%
# Reading for O=C(COc1ccccc1Cl)c1ccc2c(c1)CCCC2 under SW480 rerep: -7%
# Reading for CCC1CCCCN1CCCNC(=O)c1ccc2c(c1)c(C)c(C)n2C (configuration not stated) under ATXN2 expr inh: -16%

# Part of the list above in order of length of the SMILES, lowest first.
Molecule,MCF10A rereplic,HepG2 tox,ATXN2 expr inh,S2 tox,HT1080-NT tox,IL-1B inflam inh,KB-3-1 cytotox,HT1080 IDH1KD tx,SW480 rerep
O=C(COc1ccccc1Cl)c1ccc2c(c1)CCCC2,-3%,-5%,51%[activator],i,-2%,-17,?,-8%,-7%
COCCCNC(=O)c1ccc2c(=O)n(C3CCCC3)c(=S)[nH]c2c1,-184%[0.0737 µM],-23%,-7%,i,-1%,3,3%,-6%,-16%
COC(=O)C1=C(c2ccccc2)c2ccccc2S(=O)(=O)N1CC(=O)Nc1ccc(OC)cc1OC,/,-1%,-5%,i,/,/,0%,/,/

# (cont.)
# The line under a structure holds: MCF10A rereplic, HepG2 tox, ATXN2 expr inh, S2 tox, HT1080-NT tox, IL-1B inflam inh, KB-3-1 cytotox, HT1080 IDH1KD tx, SW480 rerep
CCN(CC)CCCCCCCCOC(=O)c1cc(OC)c(OC)c(OC)c1
→ -26%, -21%, -6%, i, -25%, -14, 0%, ?, -4%
Cc1c(CNCCCc2ccccc2)c(C(=O)O)c(C)n1Cc1ccccc1
→ -2%, -3%, 5%[11.3 µM], ?, 3%, 5, -5%, -2%, -12%
Nc1nc(NCC2CCCO2)nc(Nc2ccc(F)cc2)c1[N+](=O)[O-] (configuration not stated)
→ ?, 0%, 0%, i, -2%, 15, 18%, 6%, 3%
CC(=O)Nc1ccc(/C(C)=N/NC(=O)c2ccc(COc3ccccc3Cl)o2)cc1
→ 13%, -11%, 15%, i, 2%, -8, 1%, 12%, 5%
CN1CCN(CCC(=O)Nc2ccc(Cl)cc2)CC1
→ /, -1%, 13%, i, /, /, 2%, /, /
CC(OC(=O)C1CSC2(C)CCC(=O)N12)C(=O)Nc1cccc(C#N)c1 (configuration not stated)
→ -4%, -4%, 1%, ?, 9%, 9, 2%, 8%, -5%
CCOC(=O)Cc1ccc(NC(=O)Nc2cc3c(cc2N2CCCCC2)n(C)c(=O)n3C)cc1
→ /, -42%, -15%, ?, /, /, 6%, /, /
COc1ccc(N2CCN(C(=O)CN(C)S(=O)(=O)c3cc(C)ccc3OC)CC2)cc1
→ 0%, 7%, -11%, i, -8%, 20, -3%, -9%, 4%
CC1CCCCC1NC(=O)CNC(=O)c1ccco1 (configuration not stated)
→ ?, -9%, 1%, i, -4%, 13, -2%, -6%, ?
CCOc1ccc(C(=O)OCC(=O)NCC2CCCO2)cc1 (configuration not stated)
→ -2%, 7%, 7%, i, 1%, 18, -2%, 4%, -25%
CCOc1ccc(NC(=S)N2CCN(c3ccc(N4CCOCC4)nn3)CC2)cc1
→ -4%, -1%, -13%, i, 12%, -22, 7%, 9%, ?
O=c1[nH]c(Nc2nc3ccccc3o2)nc2c1CCCC2
→ -30%, -31%, ?, ?, 2.2µM*, -101*, -20%, 4µM*, 3%
Cc1cc(N2C(=O)C(O)=C(C(=O)c3cccs3)C2c2ccccc2)no1 (configuration not stated)
→ ?, -32%, 14%, i, -17%, 21, -16%, -30%, 11%
